# Vif-APOBEC3G blk: Vif-A3G binding inhibition; HeLa A3G-eYFP + Vif (tagged APOBEC3G with the HIV-1 protein that degrades it), YFP fluorescence, overnight; Q9HC16; AID 602310; Potency, µM (titrated, usually from 46.1 µM), inactives show top-dose activity, negative = active, hits mostly inhibitors; 410,000 tested, 0.076% active;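 further: potency means the concentration at half of the fitted maximal effect; on the % scale 0 is the no-effect control and ±100 the full control effect; nearly all actives have a fitted effect of over 60% in size; hits raise eYFP signal because A3G escapes Vif-driven loss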
# Target sequence (Q9HC16 whole entry, looked up): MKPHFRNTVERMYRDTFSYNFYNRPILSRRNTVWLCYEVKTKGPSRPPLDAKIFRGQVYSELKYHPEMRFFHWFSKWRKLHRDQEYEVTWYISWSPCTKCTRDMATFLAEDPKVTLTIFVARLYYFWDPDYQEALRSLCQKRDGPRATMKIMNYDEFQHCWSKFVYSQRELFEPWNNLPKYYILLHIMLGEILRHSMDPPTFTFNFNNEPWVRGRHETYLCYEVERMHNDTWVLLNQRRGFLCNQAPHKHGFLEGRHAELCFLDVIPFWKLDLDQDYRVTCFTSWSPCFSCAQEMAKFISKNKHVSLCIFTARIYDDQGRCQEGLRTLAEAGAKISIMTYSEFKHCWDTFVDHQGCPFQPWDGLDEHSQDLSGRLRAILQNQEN
#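 HeLa cells stably expressing Vif and C-terminally eYFP-tagged A3G, seeded overnight at 37 deg C, then exposed to compound by pintool overnight at 37 deg C. Rise in yellow fluorescence (Ex 488/Em 500-530, Acumen) marks blocked Vif-driven A3G degradation.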
# ERG Ets-DNA blk: ERG Ets/DNA interaction inhibition. fluorescence polarization, His-ERG Ets domain / labelled DNA. 370,000 tested, 0.028% active. P11308. AID 624246. Potency, µM (top dose mostly 76.9 µM), for the others: top-dose FP activity, negative = inhibition, usual class: inhibitors; active means well fitted inhibition curve with a large enough effect in the polarisation, with a control signal flat; inconclusive means small, poorly fitted or top-dose-only effect, or effect the other way, or a change in a side signal; inactive means no such curve, though single readings can be large or run the other way; the % refers to the polarisation;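 further: polarization taken with two DNA probes labelled with fluorescein and Texas red; potency means the concentration at half of the fitted maximal effect; % of control where 0% means no effect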
# Target sequence (P11308 whole entry, looked up, the tested form may be a part): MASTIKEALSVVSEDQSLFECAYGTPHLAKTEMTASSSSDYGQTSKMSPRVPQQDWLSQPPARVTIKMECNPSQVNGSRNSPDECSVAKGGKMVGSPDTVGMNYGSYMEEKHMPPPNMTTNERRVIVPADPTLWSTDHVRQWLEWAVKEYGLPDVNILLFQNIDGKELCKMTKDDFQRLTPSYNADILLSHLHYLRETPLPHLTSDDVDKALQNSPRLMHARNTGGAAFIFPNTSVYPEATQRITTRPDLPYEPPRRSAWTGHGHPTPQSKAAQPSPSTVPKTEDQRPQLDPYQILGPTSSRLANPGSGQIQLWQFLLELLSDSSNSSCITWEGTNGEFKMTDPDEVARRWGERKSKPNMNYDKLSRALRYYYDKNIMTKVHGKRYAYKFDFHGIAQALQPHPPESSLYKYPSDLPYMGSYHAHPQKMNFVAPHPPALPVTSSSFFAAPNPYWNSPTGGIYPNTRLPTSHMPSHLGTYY
#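 His-tagged ERG Ets domain (1 uM in the protein solution; 300mM KCl, 50mM Tris-HCl, 1mM EDTA, 1mM DTT, pH 7.5) received compound, then a probe mix of 5 nM fluorescein-DNA and 100nM Texas-615-DNA. Fluorescence polarization was read for both dyes.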
# Glioma ERSR ind: inducers of ER stress response in human glioma cells | Potency, µM, inactives show at the top dose activation, hits mostly activators | U87-MG GRP78 promoter luciferase reporter, 16 h | 420,000 tested, 0.02% active; further: potency means the concentration at half of the fitted maximal effect; series mostly up to about 76 µM; % of control where 0% means no effect; nearly all actives have a fitted effect of over 35% in size
#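 Stably transfected U87-MG human glioma cells carrying a GRP78-based luminescent sensor were seeded at 1000 cells/well, pin-dosed with compounds and incubated 16 h. Luciferase reagent was then added, and end-point luminescence was read after 10 min at room temperature.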
# D2 agonist: activates the human D2 dopamine receptor. P14416. HEK293 T-REx D2 cells, calcium flux agonist mode. activation, % at 2 µM. 340,000 tested, 0.53% active. AID 485358;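 active means activation over 3 SD above normal in the single-dose calcium agonist read, cut at about 30% in these data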; further: 0% is about no effect
#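 HEK293 Trex D2 cells, tetracycline-induced, o/n 30 C 5% CO2; no-wash Ca dye, RT 30–90 min; 10-cycle baseline, 23 nl cpd added, kinetic Ca read 180 s; agonist hits = positive Ca response.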
# ALOX12 inh: inhibitors of human 12S-lipoxygenase ALOX12. 580,000 tested, 1.1% active. Potency, µM (titrated, usually from 108 µM), without a hit: at the top dose activity change, negative = inhibition, most hits filed as inhibitors. AID 1671190. purified 12hLO, xylenol orange hydroperoxide absorbance. P18054; further: potency means the concentration at half of the fitted maximal effect; on the % scale 0 is the no-effect control and ±100 the full control effect
#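 Purified human 12hLO at 150 nM in 25 mM Hepes, 0.01% Triton X-100, pH 7.0, preincubated 15 min at room temperature with compound. Reaction started with 40 uM arachidonic acid, 30 min at room temperature. Hydroperoxide measured by Fe-xylenol orange, 573/405 nm absorbance ratio.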
# D2 antagonist: D2 dopamine receptor (human) antagonism; HEK293 TREx D2 cells, calcium flux, dopamine EC80; P14416; inhibition, % at 10 µM; 340,000 tested, 2% active; AID 485344; in the data active means inhibition above about 30%; further: 0% is about no effect
#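 Calcium flux kinetic readout in an inducible HEK293 TREx D2 line plated overnight at 30 C. After 180 s compound exposure, an EC80 dopamine challenge follows with another 180 s kinetic read to detect antagonism.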
# Vif-A3F inh: inhibitors of Vif-A3F interaction; HeLa A3F-eYFP + Vif (tagged APOBEC3F with the HIV-1 protein that degrades it), YFP fluorescence increase; 390,000 tested, 0.2% active; AID 602313; Potency, µM (top dose mostly 46.1 µM), for inactives: top-dose activity, negative = active; further: potency means the concentration at half of the fitted maximal effect; % of control where 0% means no effect; nearly all actives have a fitted effect of over 65% in size
#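 HeLa cells stably expressing A3F-eYFP plus Vif, plated and incubated overnight at 37 deg C, then exposed to compounds overnight at 37 deg C. Blocked degradation read as raised yellow fluorescence (Ex 488/Em 500-530).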
# LDHA block: inhibitors of human lactate dehydrogenase A; purified LDHA, NADH/diaphorase-resazurin fluorescence; stronger effect = lower value; activity change, % (values are at about 110 or 230 µM); AID 1347041; 480,000 tested, 0.15% active; in the data active means activity change below about -30%; inconclusive means mostly about -25% to -30%;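 further: plate controls were DMSO wells for no effect and wells without enzyme for full effect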
#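 Remaining NADH was detected by diaphorase (0.133 mg/mL) converting 37 µM resazurin to fluorescent resorufin, read at 0 and 20 minutes. The preceding 5-minute room-temperature reaction used 2 nM LDHA, 0.2 mM sodium pyruvate and 0.06 mM NADH at pH 7.4.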
# RGS4 inhibitor: inhibitors of human regulator of G protein signaling 4; Potency, µM (titrated, usually from 114 µM), without a hit: at the highest dose activity change, negative = inhibition, usual class: inhibitors; P49798; Transcreener GDP fluorescence polarization, RGS4-accelerated GTP hydrolysis; 390,000 tested, 0.039% active; further: potency means the concentration at half of the fitted maximal effect; on the % scale 0 is the no-effect control and ±100 the full control effect; nearly all actives have a fitted effect of over 75% in size; some results filed as inactive show a strong effect at the top dose
# Target sequence (P49798 whole entry, looked up): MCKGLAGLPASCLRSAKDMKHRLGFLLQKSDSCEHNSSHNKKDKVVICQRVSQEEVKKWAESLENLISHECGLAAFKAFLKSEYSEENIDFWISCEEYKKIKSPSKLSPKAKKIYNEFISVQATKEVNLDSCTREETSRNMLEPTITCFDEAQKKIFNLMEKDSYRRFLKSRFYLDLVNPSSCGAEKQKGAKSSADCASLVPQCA
#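 MLSMR compounds (23 nl, pin-transferred) preincubated 10 min at room temperature with a 500nM (2x) first reagent, then RGS4 at 900nM (2x) plus Transcreener GDP mix added; fluorescence polarization (620/688 nm) read before and after 90 min at 30 °C.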
# * = called active by the depositor; u = inconclusive; x = not tested or not shown; & = joins results of further samples; [ ] = another dose, or the depositor's remark. Unless noted, the call rests on the fitted dose curve; in most records, active means well fitted curve in the direction sought with a large enough effect; inconclusive means small, poorly fitted or top-dose-only effect, or another doubt; inactive means no such curve, though single readings can be large; an effect the other way counts as inactive or inconclusive. Only part of the results is shown; the hit share may differ from the screen's.
nr	SMILES	Vif-APOBEC3G blk	ERG Ets-DNA blk	Glioma ERSR ind	D2 agonist	ALOX12 inh	D2 antagonist	Vif-A3F inh	LDHA block	RGS4 inhibitor
1	Cc1cc(C)c2nc(N3CCN(C)CC3)c(C#N)cc2c1	0%	3%	-3%	-0.3	u	19	11%	-2	9%[11.4 µM]
2	CCOC(=O)Cc1ccc(NC(=O)c2cccc([N+](=O)[O-])c2)cc1	-2%	-2%	2%	-0.3	-7%	-9	0%	0	-11%
3	COc1cc2c(cc1OC)C(c1cccc(Cl)c1)CC(=O)N2 (stereo not drawn)	-2%&-3%	-16%&-3%	-2%&-2%	0.3	u	0	9%&-7%	5&-3	-40%&6%
4	COC(=O)c1c(C)[nH]c(C(=O)CN2C(=O)NC3(CCOc4ccccc43)C2=O)c1C (stereo not drawn)	-7%	-2%	0%	0.5	17%	-8	-3%	-2	9%
5	Cc1ccc(CN2COc3ccc4c(C)cc(=O)oc4c3C2)cc1	-2%	-3%	-3%	0.3	3%	x	7%	-5	23%
6	O=C(C1CCCN(S(=O)(=O)c2cccc3nonc23)C1)N1CCN(c2ccccc2Cl)CC1 (stereo not drawn)	3%&4%	1%&11%	-1%&-7%	0.3&0.1	-19%&-25%	1	-1%&4%	-1&-7	-3%&8%
7	COc1ccc(N2C(=O)CC(C#N)=C2N)cc1	-4%	-5%	-3%	0.3	-16%	-4	3%	-5	12%
8	CC(C)=NNc1ncnc2nc[nH]c12	-4%	-13%	-1%	x	12%	x	11%	-4	-9%
9	CCN(Cc1ccccc1)Cc1c(O)ccc2oc(C)c(C(=O)Nc3ccc(C)cc3C)c12	8%	-2%	-2%	-0.9	u	x	-1%	0	19%
10	Cc1ccc(NC(=O)CSc2nnc(Cc3cccn3C)n2-c2ccc(F)cc2)cc1	-8%	-3%	0%	-1.5	417%[activator]	-14	-13%	-2	-6%
11	O=C(C1CCN(S(=O)(=O)c2ccccc2)CC1)N1CCN(c2ccccc2F)CC1	0%	-1%	-4%	-0.6	28%	32*	-1%	-7	24%
12	CC(C)CCNC(=O)C1CCN(c2nc3ccc(Cl)cc3[nH]2)CC1	1%	1%	-1%	-1.8	-34%	x	7%	-18	10%
13	CC(=O)c1ccc(S(=O)(=O)N(C)CC(=O)NCc2ccco2)cc1	-1%	-4%[15.4 µM]	-1%	0.9	198%[activator]	-26	-24%	3	-53%
14	Clc1ccc(C2NCCc3sccc32)cc1 (stereo not drawn)	-7%	2%	0%	0.3	-1%	-9	1%	-7	21%
15	O=c1ncn(-c2ccc(F)cc2)c2ncccc12	2%	-3%	-3%	-0.1	0%	5	15%	-4	4%
16	CCOc1ccc(-c2nc(C)c(C(C)=O)n2O)cc1	1%	-5%	5%	0.9	u	8	1%	4	-20%
17	CC(C)c1ccc(OCc2nc(-c3ccccn3)no2)c(Br)c1	-5%	-3%	-9%	0.0	2%	-3	0%	-1	-14%
18	CCN(Cc1ccccc1)S(=O)(=O)c1c(C)n(C)c(=O)n(C)c1=O	0%	1%	-2%	1.7	0%	-11	-8%	-2	-30%
19	COc1cc(/C=C2/SC(=S)N(CCC(=O)N3CCN(C)CC3)C2=O)cc(OC)c1OC	-1%	x	-4%	x	u	x	-2%	0	x
20	CCOC(=O)C1=C(C)Nc2nc(C)nn2C1c1ccc(OCC)c(OC)c1 (stereo not drawn)	1%	3%	-3%	0.2	200%[activator]	-18	2%	-8	-8%
21	Cc1ccc(NC(=O)c2ccc(Cl)c(N3C(=O)C=CC3=O)c2)cc1	-20%	-5%	-17%	0.5	u	-13	-9%	-10	u
22	N#Cc1c(-c2ccccc2)nc(SCc2ccc(Cl)cc2)[nH]c1=O	4%	-3%	1%	-1.4	u	-13	-20%	-6	-18%
23	COCC(=O)N/N=C(\C)CC(=O)NCc1ccco1	9%	7%	-2%	0.0	2%	12	-9%	-1	-9%
24	COc1ccc(NC(=O)c2oc3ccccc3c2CSC)cn1	1%	-12%	-2%	-0.5	-11%	-7	-1%	3	13%
25	CC1(C(=O)NCC2CC2)C=CC2(CCCCC2)N1C(=O)c1ccccc1 (stereo not drawn)	0%	-12%	1%	x	x	x	-1%	-8	12%
26	CCOc1ccc(Cl)cc1S(=O)(=O)N1CCC(C(=O)N2CCCC2)CC1	3%	5%	-4%	1.1	4%	4	4%	-7	-10%
27	Cc1ccc2[nH]cc(C(c3ccccc3)c3ccc(Cl)s3)c2c1 (stereo not drawn)	-21%	-4%	-11%	-0.4	-12%	x	5%	2	13%
28	NC(=S)N/N=C/c1ccc(-c2ccc([N+](=O)[O-])cc2)o1	-6%	-2%	8%	2.0	32µM*	9	u	4	-29%
29	c1ccc(CN2CCN(Cc3cn4cccnc4n3)CC2)cc1	-4%	-1%	-4%	0.5	-3%	9	-8%	-6	5%
30	CCNC(=S)N/N=C(\C)c1ccc(N2CCOCC2)cc1	0%	3%	-2%	-0.1	u	-10	22µM*	-7	-19%
31	C[C@@H]1CN([C@@H](C)CO)C(=O)c2cc(NS(=O)(=O)c3ccc(Cl)cc3)ccc2O[C@H]1CN(C)Cc1ccncc1	-20%	-2%	16%	x	u	x	3%	-14	-6%
32	CC1=CC(c2ccccc2)=Nc2ccc(C)cc2N1	-1%	2%	-5%	-0.1	-13%	-8	-1%	2	1%
33	COc1ccc(/C=C/C(=O)Nc2sc(C)c(C)c2C(=O)O)cc1	-2%	1%	-2%	-0.3	u	x	1%	-2	-10%
34	Cc1cc(=O)[nH]c(Nc2ccc(Cl)cc2)n1	-20%	11%	2%	0.2	0%	-5	-1%	-3	-19%
35	CCOC(=O)c1c(S(=O)(=O)N2CCCC(C(=O)Nc3cc(C)ccn3)C2)c(C)n(C)c1C (stereo not drawn)	-3%	-2%	0%	-0.2	-12%	x	1%	-1	-4%
36	CCOc1ccc(-c2nnc3n2N=C(c2ccc(OC)cc2)CS3)cc1	-6%	1%	-5%	0.7	-22%	19	2%	-11	-19%
37	CC1CCCCC1n1c(=S)[nH]c2ccccc2c1=O (stereo not drawn)	-1%	-3%	10%	-0.2	u	12	-28%	-14	-11%
38	COc1ccc(NC(=O)CCOc2ccc(C)cc2)cc1S(=O)(=O)N1CCCCC1	-1%	1%	-3%	-0.5	18%	-36	-28%	4	-25%
39	Cc1ccc(-n2nc(C)c3c2OC(N)=C(C#N)C3c2ccc(C)o2)cc1 (stereo not drawn)	-2%	x	1%	-0.8	u	-2	-3%	10	-22%
40	COCC(=O)Nc1c(C(=O)Nc2ccc3c(c2)OCO3)oc2ccccc12	-2%	13%	2%	x	-5%	x	-15%	0	-19%[56.9 µM]
41	CC1(Cc2ccc(F)cc2)C(=O)Nc2ccc(S(=O)(=O)NC3CCCCC3)cc21 (stereo not drawn)	1%	x	-5%	x	2%	x	x	-2	x
42	O=[N+]([O-])c1ccc(-c2nc(NCc3ccccc3)c3ccccc3n2)cc1	-11%	1%	1%	1.0	-22%	-7	-1%	-1	22%
43	CC1CCc2c(sc(NC(=O)Cn3nc(C(=O)O)c4ccccc4c3=O)c2C#N)C1 (stereo not drawn)	-2%	10%	1%	2.5	-2%	-2	-9%	-2	-11%
44	NC(=O)c1ccc(NC(=O)Cc2ccc(S(=O)(=O)N3CCCCC3)cc2)cc1	1%	-3%	1%	-1.0	-1%	1	-2%	1	-1%
45	Cc1cc[n+](-c2[nH]c(=O)sc2/C=N/N=C(\[O-])c2ccncc2)cc1C	0%	19%	-4%	3.8	-27%	-4	2%	0	-14%
46	Cc1occc1C(=O)N1CCN(c2ccccc2)CC1	3%	17%	-2%	6.5	-12%	1	-26%	1	-3%
47	CCOC(=O)c1cc(C)sc1/N=C/C1C(=O)CCCC1=O	2%	12%	-1%	-1.9	-27%	-3	1%	2	-24%
48	COc1ccnc(NCc2ccc(Cl)cc2)c1C#N	1%	x	1%	x	8%	x	-8%	1	2%
49	CCOC(=O)C1CCN(C(=O)Nc2ccc3nc(-c4ccco4)c(-c4ccco4)nc3c2)CC1	-10%	-8%	-4%	x	x	x	x	16	u
50	O=C(CNc1ccc2ccccc2c1)N/N=C/c1ccc(OC(=O)/C=C/c2ccco2)cc1	-2%	-4%	6%	0.4	13%	-4	1%	20	-8%
51	Cn1c(=N)c(S(=O)(=O)c2ccc(F)cc2)cc2c(=O)n3ccccc3nc21	0%	-2%	-3%	-0.6	u	8	-6%	-5	-38%
52	Cc1ccc(NC(=O)c2ccccc2Br)cc1S(=O)(=O)N(C)C	-2%	2%	4%	-0.2	-8%	-45	2%	-3	-16%
53	NS(=O)(=O)c1ccc(CNC(=O)CNC(=O)c2ccc(Br)o2)cc1	-2%	8%	-2%	0.3	-6%	-12	7%	0	-19%

# Ordered by the number under ALOX12 inh (descending): some entries from above
no. | canonical_smiles | ERG Ets-DNA blk | ALOX12 inh | D2 antagonist | Vif-A3F inh | LDHA block | RGS4 inhibitor
11 | O=C(C1CCN(S(=O)(=O)c2ccccc2)CC1)N1CCN(c2ccccc2F)CC1 | -1% | 28% | 32* | -1% | -7 | 24%
18 | CCN(Cc1ccccc1)S(=O)(=O)c1c(C)n(C)c(=O)n(C)c1=O | 1% | 0% | -11 | -8% | -2 | -30%
45 | Cc1cc[n+](-c2[nH]c(=O)sc2/C=N/N=C(\[O-])c2ccncc2)cc1C | 19% | -27% | -4 | 2% | 0 | -14%

# Screening results from PubChem BioAssay.
